Screening results (PubChem BioAssay)
PAX8 reporter: inhibitors of PAX8 transcriptional activity in RMG-I cells | RMG-I TPO-luciferase reporter, SteadyGlo, 24 h | inhibition, % at 12.6 µM | 360,000 compounds, 1.2% hits | AID 652154;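 active = mean replicate inhibition at least 60% with every replicate also reaching 60%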;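 note: luciferase light reporting Pax8 driven TPO promoter activity; plate controls were median of neutral control wells for no effect and mitoxantrone controls for full effect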
ARNT TACC3 PPI: ARNT/TACC3 interaction disruption | Q9Y6A5 | AlphaScreen His-ARNT PAS-B/GST-TACC3 binding, luminescence; TACC3 fragment carries E629A point mutation | inhibition, % at 9.99 µM | 390,000 compounds, 0.66% hits | AID 623870;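 active = mean inhibition of replicates at least 50% and at least half of replicates each reaching 50%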;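 note: 0% = complete ARNT plus TACC3 wells and 100% = ARNT alone without TACC3; many hits fall short of the cut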
* hit, by the source's call. Not all compounds are listed, so the mix of outcomes need not match the whole.

SMILES	PAX8 reporter	ARNT TACC3 PPI
Cc1ccccc1N1C(=O)N(c2cccc(C(F)(F)F)c2)C2CS(=O)(=O)CC21 (stereo unspecified)	22	2
Oc1ccccc1/C=N/c1c(-c2ccco2)nc2ccccn12	1	13
COc1ccc(/C=C/C(=O)c2ccc[nH]2)c(OC)c1OC	-132	5
CN(C)S(=O)(=O)c1cc([N+](=O)[O-])ccc1N1CCCCCC1	5	11
COC(=O)c1ccccc1NC(=O)COC(=O)CSCC(=O)N1CCOCC1	-27	-1
C=CCNc1sc(C(=O)c2ccc(Br)s2)c(N)c1C#N	-4	-3
COc1ccc(CCNC(=O)C2CC(=O)N(c3ccc(F)cc3)C2)cc1OC (stereo unspecified)	-5	-5
Cc1cc(C)n2nc(SCC(=O)Nc3c(C)nn(-c4ccccc4)c3C)nc2n1	6	0
COc1cc2c(cc1OC)C(C(=O)N1CCN(c3ccccn3)CC1)C(c1cccs1)N(C)C2=O (stereo unspecified)	2	-2
O=C(COC(=O)c1cccnc1Nc1ccccc1F)NCc1ccc2c(c1)OCO2	-9	-2
CCOC(=O)C1CCN(C(=O)c2sc3nc(-c4ccccc4)cn3c2C)CC1	-11	0
C/C(=C1\SC(N2CCOCC2)=NC1=O)c1ccccc1	17	2
O=C(Cc1cccs1)N(Cc1cccs1)C1(C(=O)NC2CCCCC2)CCCCC1	2	-1
CCN(CC)S(=O)(=O)c1ccc(NS(=O)(=O)c2cccc(C)c2)cc1	2	-1
CSc1nc2ccccc2n1Cc1c(Cl)cccc1Cl	26	-9
O=C(COC(=O)CCNS(=O)(=O)c1cccc(C(F)(F)F)c1)NC(=O)NC1CCCCC1	-12	-4
CCC(=O)Nc1ccc(Oc2ccc3c(c2)C(=O)N(c2ccc(O)cc2)C3=O)cc1	13	-6
CSc1nc(C)cc(OCCNS(=O)(=O)c2cc(C)ccc2C)n1	7	-1
CCOC(=O)CNc1c(-c2ccc(F)cc2)nc2cnccn12	10	-1
CN(C)S(=O)(=O)c1ccc(NC(=O)N2CCN(c3cccc(C(F)(F)F)c3)CC2)cc1	17	-3
CCCc1cc(=O)n2[nH]c(NCc3cccs3)nc2n1	-14	-6
COCC(C)NCc1cccc(OC)c1OC (stereo unspecified)	2	-6
COc1ccc(Cc2noc(-c3ccc(C)cc3)n2)cc1	-87	-5
Cc1n[nH]c(=O)n1-c1cccc(C(F)(F)F)c1	11	3
CCOC(=O)C(CO)(NC(C)=O)C(=O)OCC	13	-10

Given with values under each structure: part of the list above
Fields: PAX8 reporter | ARNT TACC3 PPI
Cc1ccccc1N1C(=O)N(c2cccc(C(F)(F)F)c2)C2CS(=O)(=O)CC21 (stereo unspecified)
→ 22 | 2
Oc1ccccc1/C=N/c1c(-c2ccco2)nc2ccccn12
→ 1 | 13
COc1ccc(/C=C/C(=O)c2ccc[nH]2)c(OC)c1OC
→ -132 | 5
CN(C)S(=O)(=O)c1cc([N+](=O)[O-])ccc1N1CCCCCC1
→ 5 | 11
COC(=O)c1ccccc1NC(=O)COC(=O)CSCC(=O)N1CCOCC1
→ -27 | -1
C=CCNc1sc(C(=O)c2ccc(Br)s2)c(N)c1C#N
→ -4 | -3
COc1ccc(CCNC(=O)C2CC(=O)N(c3ccc(F)cc3)C2)cc1OC (stereo unspecified)
→ -5 | -5
Cc1cc(C)n2nc(SCC(=O)Nc3c(C)nn(-c4ccccc4)c3C)nc2n1
→ 6 | 0
COc1cc2c(cc1OC)C(C(=O)N1CCN(c3ccccn3)CC1)C(c1cccs1)N(C)C2=O (stereo unspecified)
→ 2 | -2
O=C(COC(=O)c1cccnc1Nc1ccccc1F)NCc1ccc2c(c1)OCO2
→ -9 | -2
CCOC(=O)C1CCN(C(=O)c2sc3nc(-c4ccccc4)cn3c2C)CC1
→ -11 | 0
C/C(=C1\SC(N2CCOCC2)=NC1=O)c1ccccc1
→ 17 | 2
O=C(Cc1cccs1)N(Cc1cccs1)C1(C(=O)NC2CCCCC2)CCCCC1
→ 2 | -1
CCN(CC)S(=O)(=O)c1ccc(NS(=O)(=O)c2cccc(C)c2)cc1
→ 2 | -1
CSc1nc2ccccc2n1Cc1c(Cl)cccc1Cl
→ 26 | -9
O=C(COC(=O)CCNS(=O)(=O)c1cccc(C(F)(F)F)c1)NC(=O)NC1CCCCC1
→ -12 | -4
CCC(=O)Nc1ccc(Oc2ccc3c(c2)C(=O)N(c2ccc(O)cc2)C3=O)cc1
→ 13 | -6
CSc1nc(C)cc(OCCNS(=O)(=O)c2cc(C)ccc2C)n1
→ 7 | -1
CCOC(=O)CNc1c(-c2ccc(F)cc2)nc2cnccn12
→ 10 | -1
CN(C)S(=O)(=O)c1ccc(NC(=O)N2CCN(c3cccc(C(F)(F)F)c3)CC2)cc1
→ 17 | -3
CCCc1cc(=O)n2[nH]c(NCc3cccs3)nc2n1
→ -14 | -6

The results go on:
SMILES	PAX8 reporter	ARNT TACC3 PPI
O=C(CN1CCOCC1)Nc1scc(-c2ccccc2)c1C(=O)N1CCOCC1	-15	5
Cc1cccc(C)c1NC(=O)CSc1nnc(NC(=O)CN2CCOCC2)s1	-9	24
O=C(CSc1nnc(COc2ccccc2)o1)c1ccccc1	-3	-14
Cc1c(Cl)cccc1NC(=O)CC1NCCNC1=O (stereo unspecified)	-11	-1
O=CNCCCc1nc2ccccc2n1Cc1ccccc1	9	2
O=C1C2CC=C(Cl)CC2C(=O)N1CCC[n+]1ccccc1 (stereo unspecified)	-18	-4
COc1cccc(-n2nc3c(-n4ncc(C#N)c4N)nnc(C)c3c2C)c1	3	0
Cc1ccc(C(c2nnnn2C2CCCC2)N2CCN3CCCC3C2)cc1 (stereo unspecified)	18	1
CC12CCC(C(=O)N3CCCCC3)(CC1=O)C2(C)C (stereo unspecified)	1	0
CN1CCN(CCCCOc2ccc(F)cc2)CC1	4	-4
COc1ccc(S(=O)(=O)/N=C2/NC(=O)/C(=C\c3cc(OC)c(OC)cc3[N+](=O)[O-])S2)cc1	4	9
O=C(O)c1cnc(-c2ccccc2)nc1Sc1ccccc1Cl	-1	-11
O=C(O)Cn1nnn(-c2ccccc2)c1=S	21	1
Cc1cc(C)c2c(=O)c3c(oc2c1)C(=O)N(CCO)C3c1cccc(O)c1 (stereo unspecified)	5	3
CCOc1ccc(N2C(=O)/C(=C/c3cc(OC)c(OC)c(OC)c3)N(CC(=O)OC)C2=S)cc1	32	12
O=C1NC(=O)c2cc(NC(=O)C3CCCO3)ccc21 (stereo unspecified)	-1	2
CCCC1(C(=O)OC)NC(c2cc(OC)c(OC)c(OC)c2)C2C(=O)N(CC)C(=O)C21 (stereo unspecified)	-23	-8
Cn1c(SCC(=O)NCCc2ccccc2)nnc1-c1ccco1	22	-3
CCCOP(=O)(c1ccc(N(C)C)cc1)C(O)c1ccccc1OC (stereo unspecified)	3	-11
CC1(C)Cc2c(C#N)c(NCCN3CCOCC3)nc(-c3ccco3)c2CO1	-10	-2
Cc1nc(-c2ccc(NC(=O)c3cccs3)cc2)cs1	-63	-1
Cc1noc(N)c1C(=O)Nc1ccc(C(C)(C)C)cc1	-182	29
O=C(Nc1ccc(Cl)c(C(F)(F)F)c1)c1ccco1	-23	-14
Cc1nonc1NC(=O)N1CCCC1	2	0
CCN(CC)C(=O)c1cccc2c1C(=O)c1ccccc1-2	-9	1
SMILES	PAX8 reporter	ARNT TACC3 PPI
COc1ccc2cc(CN(C(=O)Nc3ccccc3)C3CCCC3)c(=O)[nH]c2c1	9	2
Cc1cc(NC(=O)CSc2nc(C(C)C)nc3ccccc23)no1	33	-1
Cc1cc(NC(=O)c2ccccc2)ncc1NC(=O)c1ccco1	-112	-4
N#Cc1ccc(Cn2c(=O)c(C#N)c3n(c2=O)CCC3)cc1	14	-3
COc1cccc(N=Cc2c[nH][nH]c2=O)c1	-2	4
C=CCN(C(=O)CNC(=O)c1ccco1)C(C(=O)NC1CCCCC1)c1ccc(OC)cc1 (stereo unspecified)	3	-3
COc1ccc(NC(=O)CS(=O)CC(=O)Nc2cc(Cl)ccc2OC)cc1 (stereo unspecified)	7	17
CCOC(=O)c1cccc(NC(=O)CCc2c(C)nc3ncnn3c2C)c1	16	-1
COc1ccc(CNC(=S)Nc2cc(C)cc(C)c2)cc1	-26	-5
CC(C)NC(=O)C1CCN(C(=O)C(C(=O)c2ccccc2)n2cc(Cl)ccc2=O)CC1 (stereo unspecified)	7	-3
COc1ccc(NC(=O)CSC2CC(=O)N(c3ccc4c(c3)OCCO4)C2=O)cc1 (stereo unspecified)	5	0
Cc1ccccc1OC(=O)n1c(=S)oc2cc(Cl)ccc21	6	-1
CN(C(=O)COc1ccccc1)c1nnc(-c2ccncc2)s1	-3	-6
CCOC(=O)Cc1nnc(NC(=O)CSc2ccc(C)cc2)s1	11	3
CCOC(=O)c1cccc(NC(=O)CSc2nc3ccccc3c(=O)n2CCOC)c1	9	-1
O=C(C1CCCO1)N1CCc2ccccc21 (stereo unspecified)	32	0
COC(=O)C(C)N(C#N)c1nc(C)cc(C)n1 (stereo unspecified)	-11	-2
CCC(C)(C)n1nnnc1CN1CCC(NC(=O)c2ccccc2C)CC1	10	0
CC(C)(C)c1nnc2sc(SCC(=O)N3CCCc4ccccc43)nn2c1=O	3	2
O=C(Nc1ccccc1)N1CCN(Cc2ccccc2)CC1	-35	7
Cc1cnc(C(=O)OCC(=O)NC2CCCCC2)cn1	1	-21
Cc1ccccc1N(CC(=O)N/N=C/c1ccccc1Cl)C(=O)c1ccccc1	-22	-1
CCOC(=O)CCn1c2nc(C)cc(C)c2c(=O)n1-c1ccccc1	2	-4
COc1ccc(N2CCN(CC(O)COc3ccc4c(c3)CCC4)CC2)cc1 (stereo unspecified)	10	6
CC(=O)Nc1ccc(S(=O)(=O)N2CCN(C(=O)CCC3CCCC3)CC2)cc1	3	3
SMILES	PAX8 reporter	ARNT TACC3 PPI
O=[N+]([O-])c1ccccc1/C=N/N1CCN(c2ccccn2)CC1	-114	11
O=C(CCSc1ccc(Cl)cc1)N1CCOCC1	-60	1
CCN(CC)S(=O)(=O)c1ccc(-c2ccc(S(=O)(=O)N(CC)CC)cc2)cc1	13	-5
Cc1ccc(N/C(CSC(N)=O)=N\S(=O)(=O)c2ccc(C)cc2)cc1	-7	-3
CCOC(=O)c1sc(NC(=O)c2ccc(CC)s2)nc1C	24	2
COc1ccc(OCCCC(=O)Nc2nnc(C3CCCO3)s2)cc1 (stereo unspecified)	-12	-8
CC(=O)N1CCN(c2ccc(NC(=O)c3ccc4c(c3)OCO4)cc2)CC1	-12	-5
c1ccc(C2=Nn3c(nnc3-c3ccccn3)SC2)cc1	0	61*
O=C(CCCNS(=O)(=O)c1cccs1)N1CCN(c2ccc(F)cc2)CC1	10	-2
O=C(Nc1nc(-c2ccc(S(=O)(=O)N3CCCC3)cc2)cs1)c1ccco1	-19	9
O=C(Cc1coc2ccc3ccccc3c12)Nc1nnc(C2CC2)s1	26	1
O=c1[nH][nH]c(-c2ccccc2)c1C=Nc1cccc(Cl)c1	5	-9
CC(C)Nc1nc(NC(C)C)nc(Oc2ccc(/C=N/O)cc2)n1	2	1
Cc1ccc(NC(=O)c2cc(-c3cccs3)on2)cc1	-161	-1
CN(C)/C=N/c1ncc(C(=O)c2ccc(Cl)cc2)s1	-108	-3
Cc1nc(NC(N)=S)sc1C(=O)Nc1ccccc1	7	2
Cc1ccc(S(=O)(=O)/C(C#N)=C/c2c(N3CC(C)OC(C)C3)nc3c(C)cccn3c2=O)cc1 (stereo unspecified)	0	1
COc1ccc(NS(=O)(=O)c2ccc(N3C(=O)CCC3=O)cc2)cc1	-13	-8
Cc1cc(=O)n2nc(N3CCCC(C(=O)NC(C)c4ccccc4)C3)sc2n1 (stereo unspecified)	13	2
Cc1cc(C)c2nc(SCC(=O)Nc3ccc(S(=O)(=O)N4CCCC4)cc3)c(C)cc2c1	-15	27
COc1cccc(N(C(=O)Cn2nnc(-c3ccc(C)o3)n2)C(C(=O)NC(C)(C)C)c2cccs2)c1 (stereo unspecified)	29	-4
Cc1ccc(C(=O)O/N=C/c2c(N3CCOCC3)n(C)c3ccccc23)cc1	-28	0
CCS(=O)(=O)Nc1c(C(=O)O)[nH]c2ccccc12	5	-12
O=c1c(C(c2c(O)nc3n(c2=O)CCS3)c2cccc3ccccc23)c(O)nc2n1CCS2	11	6
Cc1ccc(NC(=O)NC(=O)CN2C(=O)NC3(CCc4ccccc43)C2=O)c(C)c1 (stereo unspecified)	0	2
SMILES	PAX8 reporter	ARNT TACC3 PPI
CC(CC(=O)Nc1ccc2c(c1)OCCO2)c1ccccc1 (stereo unspecified)	-111	-3
O=C(OCC(=O)N1CCN(C(=O)COC(=O)c2ccncc2)CC1)c1ccncc1	-4	-2
CC(=O)N1CCN(S(=O)(=O)c2ccccc2)C1c1ccccc1 (stereo unspecified)	-8	-3
CCOc1ccccc1NC(=O)CSc1nnc(-c2cnccn2)n1CC	-12	-17
Nc1nnc(CCc2ccccc2)s1	-12	1
CCC1(C)OC(=O)N(CCCn2ccnc2C)C1(C)O (stereo unspecified)	1	2
CCOc1ccc(-c2nnc(-c3cccs3)o2)cc1	-129	-2
O=C1CC(=O)CC(c2ccccc2Cl)C1	15	-9
O=C1CCCN1CCCNS(=O)(=O)c1ccc(Cl)c(C(=O)N2CCOCC2)c1	-4	-16
O=C(CN1CCN(c2ccccc2)CC1)N1CCc2[nH]c3ccccc3c2C1	11	-1
NS(=O)(=O)c1ccc(CCNC(=O)c2ccc(S(=O)(=O)N3CCCCC3)cc2)cc1	0	5
CN(C)CCNC(=O)c1ccccc1	-4	-3
CCCCOC(=O)CCc1nc2ccccc2[nH]c1=O	5	-24
O=C(c1cn(CC(=O)N2CCCCC2)c2ccccc12)C1CC1	-7	-22
Cc1cc(=O)oc2ccc(OCC(=O)O)cc12	1	-6
O=C1CCCN1CN(C(=O)c1ccc2c(c1)OCO2)c1ccc(F)cc1	-5	1
